Screening data (PubChem)
Shiga inhibitor: inhibitors of Shiga toxin in Vero cells. Vero cells, Shiga toxin protein synthesis inhibition reporter. inhibition, % at 38.7 µM. 290,000 tested, 9.2% active. AID 2315; in the data active = inhibition mostly above about 28%, no sharp cut-off; inactive = mostly below about 43%; also: 0% is about no effect
Pf growth 96h: inhibits malaria parasite growth, 96 h; 320,000 tested, 6.9% active; AID 504834; P. falciparum luciferase reporter growth, 96 h; Potency, µM (doses to about 28.7 µM), inactives show at the top dose activity change, negative = inhibition, most hits filed as inhibitors; also: potency is read from the fitted curve at half-maximal effect; % is scaled to controls: 0 for no effect and ±100 for the full control effect
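Erythrocytes infected with luciferase-expressing P. falciparum were dispensed at 2% hematocrit and 0.05% parasitemia (final), then incubated with compounds 96 hours at 37 C in 5% CO2. Luminescence after detection reagent addition reported growth.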
TbPYK inhibitor: inhibitors of Trypanosoma brucei pyruvate kinase; AID 624173; 410,000 tested, 0.12% active; Potency, µM (highest dose often 76.8 µM), for the others: at the top dose activity, negative = inhibition, usual class: inhibitors; TbPYK enzyme, Kinase-Glo Plus ATP luminescence, 45 min; also: potency is read from the fitted curve at half-maximal effect; % is scaled to controls: 0 for no effect and ±100 for the full control effect; nearly all actives have a fitted effect of over 50% in size
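Enzyme and substrate buffer are dispensed first and compound is pin-transferred. ADP at 130 uM final then starts the reaction, which runs 45 min at room temperature. Detection reagent is added for 10 min before luminescence is imaged.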
Cycloheximide cs: counter-screen hit for Shiga toxin inhibitors, cycloheximide. max response, %. cell reporter, cycloheximide protein synthesis inhibition counterscreen. 300,000 tested, 12% active; in the data active = max response mostly above about 13%, no sharp cut-off; inactive = mostly below about 14%; also: read at 38.3 µM for the half of the compounds with a filed dose; 0% is about no effect
LmPK inh: LmPK (Leishmania mexicana) enzyme inhibition. AID 1721. Potency, µM (top dose mostly 57.5 µM), for inactives: at the top dose activity change, negative = inhibition, actives largely listed as inhibitors. Q27686. 290,000 tested, 0.37% active. purified LmPK, Kinase-Glo ATP luminescence, 1 h; also: potency is read from the fitted curve at half-maximal effect; % is scaled to controls: 0 for no effect and ±100 for the full control effect
Target sequence (Q27686 whole entry, looked up): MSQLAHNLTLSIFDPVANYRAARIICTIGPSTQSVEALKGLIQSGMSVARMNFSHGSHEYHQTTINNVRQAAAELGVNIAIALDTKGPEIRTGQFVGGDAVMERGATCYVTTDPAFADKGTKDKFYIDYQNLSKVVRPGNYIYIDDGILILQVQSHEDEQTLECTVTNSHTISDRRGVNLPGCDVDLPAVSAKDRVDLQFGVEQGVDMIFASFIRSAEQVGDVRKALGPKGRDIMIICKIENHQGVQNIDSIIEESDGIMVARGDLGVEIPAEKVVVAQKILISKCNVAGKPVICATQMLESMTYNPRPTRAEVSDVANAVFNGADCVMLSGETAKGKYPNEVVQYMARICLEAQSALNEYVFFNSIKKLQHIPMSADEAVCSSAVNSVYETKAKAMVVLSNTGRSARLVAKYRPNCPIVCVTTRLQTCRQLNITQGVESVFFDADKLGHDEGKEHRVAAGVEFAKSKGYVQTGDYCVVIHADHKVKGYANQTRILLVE
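ATP generated from ADP (0.1 mM) and PEP (0.5 mM) by 0.1 nM LmPK over 1 h at room temperature (pH 7.2 imidazole buffer) was detected by coupled luciferase luminescence. Values were normalized to uninhibited and no-enzyme wells.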
AMA1 RON2 block: disrupts binding of P. falciparum AMA1 to RON2; AlphaScreen AMA1-biotinylated RON2 peptide binding; 360,000 tested, 0.2% active; Potency, µM (top dose mostly 58.2 µM), inactives show at the top dose activity change, negative = inhibition, most hits filed as inhibitors; AID 720542;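 also: potency is read from the fitted curve at half-maximal effect; 0% = vehicle wells and -100% = peptide control; nearly all actives have a fitted effect of over 45% in size; some results filed as inactive show a strong effect at the top dose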
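AMA1 (3D7) with his tag at 25 nM final met compounds first, then biotinylated RON2 peptide at 25 nM; detection used donor plus acceptor beads, 10 µg/mL apiece, read by AlphaScreen after 30 min at room temperature.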
Pf growth 48h: P. falciparum growth inhibition at 48 hours (one generation); Potency, µM (doses to about 28.7 µM), for the others: at the highest dose activity change, negative = inhibition, hits mostly inhibitors; 310,000 tested, 5.9% active; P. falciparum luciferase growth in erythrocytes, 48 h; also: potency is read from the fitted curve at half-maximal effect; % is scaled to controls: 0 for no effect and ±100 for the full control effect
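Luciferase-expressing P. falciparum in infected erythrocytes (2% hematocrit, 0.1% parasitemia final) in RPMI 1640/0.5% Albumax were exposed to compound for 48 hours at 37 C, 5% CO2; growth read as luminescence.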
Active calls of the source: *; i = inactive; ? = inconclusive; / = not tested or not shown; & = joins results of further samples; [ ] = dose if it differs, or a comment. Unless noted, calls follow the shape of the dose curve; as a rule, active = well fitted curve in the direction sought with a large enough effect; inconclusive = small, poorly fitted or top-dose-only effect, or another doubt; inactive = no such curve, though single readings can be large; an effect the other way counts as inactive or inconclusive.

nr | SMILES | LmPK inh | Pf growth 96h | Shiga inhibitor | AMA1 RON2 block | Pf growth 48h | Cycloheximide cs | TbPYK inhibitor
1 | COc1ccc(CCN2C(=O)c3ccccc3NC2c2cc(Cl)c(O)c(OC)c2)cc1 (centres undefined) | -3% | 5.2µM* | -6 | -13% | ? | -2 | -14%
2 | O=S(=O)(Cc1ccccc1)N1CCc2ccccc21 | -14% | / | 34* | / | -14% | 13* | /
3 | CN(C1CCCCC1)S(=O)(=O)c1ccc(S(=O)(=O)N2CCN(CCC#N)CC2)cc1 | 4% | -6% | -11 | 4% | 18% | -2 | -1%
4 | CCOc1ccc(Nc2nc(N)c([N+](=O)[O-])c(N3CCN(C)CC3)n2)cc1 | -2% | ? | -2 | 18% | ? | 9 | 2%
5 | CCC1(C)CC(CCNCc2ccc(N(C)C)cc2)(c2ccc(F)cc2)CCO1 (centres undefined) | -1% | ? | -1 | -7% | ? | 1 | -4%
6 | CC(C)Oc1ccc(S(=O)(=O)N(C(C)C)C(C)C)cn1 | 1% | ? | 15 | 1% | ? | -3 | -11%
7 | Cc1ccc(-n2nccc2-c2nn(-c3cccc(C(F)(F)F)c3)c(=O)n(C)c2=O)cc1 | 5% | ? | -6 | -7% | ? | -3 | 2%
8 | O=C(Nc1nc2ccccc2[nH]1)c1ccc(Br)o1 | -30% | 256%[activator] | 83* | 25% | i | 47* | -3%
9 | CCN(CC)CCn1c2ccc(Cl)cc2c2nc(C)sc21 | 0% | / | -30 | -10% | ? | -5 | -6%
10 | Cc1ccc2c(c1)N(CCC(=O)NCC1CCCO1)C(=O)CO2 (centres undefined) | -1% | 7% | -5 | -40% | 34%[activator] | -4 | 1%
11 | Nc1ccn([C@@H]2O[C@H](CO)[C@@H](O)C2O)c(=O)n1 (some centres undefined) | 1% | 3% | 28&-4 | -2% | 5% | 2&-1 | 3%&-5%
12 | c1ccc2c(c1)CN1CCCC1=N2 | -5% | -20% | 6 | 6% | 5% | -3 | 7%
13 | O=C(Nc1ccc(N2CCCC2)c(Cl)c1)c1ccc([N+](=O)[O-])cc1 | 1% | 96%[activator] | 9 | -1% | ? | 15 | 3%
14 | Cc1ccnc(NS(=O)(=O)c2ccc(NC(=O)CC(C)c3ccccc3)cc2)n1 (centres undefined) | 9% | 42%[activator] | -8 | 7% | 13% | -4 | -2%
15 | COCCN(C(=O)c1sc2ccccc2c1Cl)c1c(N)n(CC(C)C)c(=O)[nH]c1=O | / | -18% | / | 17% | -21% | / | 2%

nr | SMILES | LmPK inh | Pf growth 96h | Shiga inhibitor | AMA1 RON2 block | Pf growth 48h | Cycloheximide cs | TbPYK inhibitor
16 | CCc1ccc(NC(=O)CSCCN2C(=O)c3ccccc3C2=O)cc1 | 0% | 18% | -4 | -5% | 34%[activator] | 0 | 3%
17 | O=C(O)Cc1ccc(NC(=O)Cc2ccc3ccccc3c2)cc1 | 0% | -6% | -23 | 2% | -8% | -2 | 0%
18 | COCCOc1ccc(C(F)(F)F)cc1NC(=O)COC(=O)C12CC3CC(CC(O)(C3)C1)C2 | -5% | ? | -10 | -1% | 2.3µM* | -1 | 0%
19 | O=C(NS(=O)(=O)Oc1cccc(Cl)c1Cl)OC[C@@H]1CCCN2CCCCC12 (some centres undefined) | 1% | ? | -2 | 6% | -21% | -2 | -8%
20 | COc1ccc(N2CCN(c3nc4c(c(=O)[nH]c(=O)n4C)n3Cc3cccc(C)c3)CC2)cc1 | 6% | 48%[activator] | 10 | 0% | 10µM* | -1 | -8%
21 | COc1ccc(CCNC(=O)CCS(=O)(=O)c2cccc3nsnc23)cc1OC | -7% | 28% | -7 | -1% | -9% | -2 | -20%
22 | COc1ccc(OC)c(NC(=O)CSc2nc3ccccc3cc2Cc2ccccc2)c1 | 2% | 6.6µM* | 6 | -16% | ? | -2 | -6%
23 | Cc1ccc(S(=O)(=O)N2CCCCCC2)cc1[N+](=O)[O-] | -2% | 1% | -5 | -5% | 9% | -2 | 0%
24 | CC(C)(CNc1ccc([N+](=O)[O-])cc1Cl)CNS(C)(=O)=O | 0% | ? | -12 | 0% | / | 4 | 7%
25 | COc1ccc(S(=O)(=O)NCC(=O)NC2CC2)cc1OC | -11% | ? | -5 | 15% | 6% | -3 | 3%
26 | COc1ccc(CN2CCN(C(=O)C3CCC(CNS(=O)(=O)c4ccccc4)CC3)CC2)c(OC)c1OC (centres undefined) | 2% | ? | 14 | 29% | ? | -2 | 3%
27 | COc1ccccc1N1CCN(C2CCCN(C(=O)CCc3ccccn3)C2)CC1 (centres undefined) | -6% | -22% | -12 | 8% | -10% | 5 | -14%
28 | CC(C)Cn1c(N)c(C(=O)COC(=O)CN2C(=O)C3CC=CCC3C2=O)c(=O)n(C)c1=O (centres undefined) | -4% | -11% | -9 | 0% | 9% | 1 | -3%
29 | Cc1cc(Cl)nc(NC(=O)Nc2cccc(Cl)c2)n1 | -5% | 27% | 61 | -5% | 91%[activator] | 20* | 6%
30 | O=C(NCc1ccccc1)c1ccc(/C=N/O)nc1 | -4% | / | -8 | 18% | 0% | -1 | 9%

Not a retest: an excerpt of the list.
nr | SMILES | LmPK inh | Pf growth 96h | Shiga inhibitor | AMA1 RON2 block | Pf growth 48h | Cycloheximide cs | TbPYK inhibitor
21 | COc1ccc(CCNC(=O)CCS(=O)(=O)c2cccc3nsnc23)cc1OC | -7% | 28% | -7 | -1% | -9% | -2 | -20%
22 | COc1ccc(OC)c(NC(=O)CSc2nc3ccccc3cc2Cc2ccccc2)c1 | 2% | 6.6µM* | 6 | -16% | ? | -2 | -6%
23 | Cc1ccc(S(=O)(=O)N2CCCCCC2)cc1[N+](=O)[O-] | -2% | 1% | -5 | -5% | 9% | -2 | 0%
24 | CC(C)(CNc1ccc([N+](=O)[O-])cc1Cl)CNS(C)(=O)=O | 0% | ? | -12 | 0% | / | 4 | 7%
25 | COc1ccc(S(=O)(=O)NCC(=O)NC2CC2)cc1OC | -11% | ? | -5 | 15% | 6% | -3 | 3%
26 | COc1ccc(CN2CCN(C(=O)C3CCC(CNS(=O)(=O)c4ccccc4)CC3)CC2)c(OC)c1OC (centres undefined) | 2% | ? | 14 | 29% | ? | -2 | 3%
27 | COc1ccccc1N1CCN(C2CCCN(C(=O)CCc3ccccn3)C2)CC1 (centres undefined) | -6% | -22% | -12 | 8% | -10% | 5 | -14%
28 | CC(C)Cn1c(N)c(C(=O)COC(=O)CN2C(=O)C3CC=CCC3C2=O)c(=O)n(C)c1=O (centres undefined) | -4% | -11% | -9 | 0% | 9% | 1 | -3%
29 | Cc1cc(Cl)nc(NC(=O)Nc2cccc(Cl)c2)n1 | -5% | 27% | 61 | -5% | 91%[activator] | 20* | 6%
30 | O=C(NCc1ccccc1)c1ccc(/C=N/O)nc1 | -4% | / | -8 | 18% | 0% | -1 | 9%

(listing goes on)
nr | SMILES | LmPK inh | Pf growth 96h | Shiga inhibitor | AMA1 RON2 block | Pf growth 48h | Cycloheximide cs | TbPYK inhibitor
31 | COc1cccc(NC(C)C(=O)N2CC(C)OC(C)C2)c1 (centres undefined) | 0% | ? | -9 | 0% | -1% | 1 | 5%
32 | CC(C)NC(=O)c1ccccc1NC(=O)C1CCCO1 (centres undefined) | 3% | -12% | -5 | 6% | / | -2 | -17%
33 | Cc1ccc(C(=O)N2CCSC2=S)cc1 | -5% | -22% | 26 | ? | 10% | 9 | -1%
34 | CCOC(=O)C1=C(c2ccccc2)N=C2SCC(=O)N2C1c1ccc(OC)c(OC)c1 (centres undefined) | 0% | 0% | -15 | -3% | / | 2 | 6%
35 | O=C(c1ccccc1F)N1CCN(S(=O)(=O)c2ccc(Br)cc2)CC1 | 3% | -20% | -11 | -2% | 6% | -11 | -5%
36 | Cc1cc(C)nc(NC(=O)CSc2nc3ccccc3s2)n1 | -11% | 12% | 83* | -2% | / | 33* | -5%
37 | CC(=O)C1=C(O)C(=O)N(Cc2ccccc2)C1c1cccs1 (centres undefined) | 6% | 269%[activator] | 6 | 2% | 5% | -4 | 0%
38 | Cc1cccc(C)c1NC(=O)N1CCC(N2CCCCC2)CC1 | -3% | ? | -15 | -17% | 11% | 1 | -5%
39 | O=C(O)c1cn(-c2ccccc2)nc1C(=O)O | 1% | -18% | -4 | 1% | -1% | 2 | -10%
40 | CC(C)NC(=O)NC(=O)COC(=O)c1ccc(S(=O)(=O)Nc2ccccc2)cc1 | 8% | 3% | 13 | 9% | 3% | -2 | 5%
41 | CC1CCN(S(=O)(=O)c2ccc(C(=O)Nc3nnc(C4CC4)o3)cc2)CC1 | 1% | ? | -10 | 57%[activator] | ? | -2 | 0%
42 | O=c1c2[nH]c3ccccc3c2ncn1C1CCCCC1 | -3% | 52%[activator] | 47 | -2% | 433%[activator] | 26* | 0%
43 | COc1ccc(C(=O)NNC(=O)CSc2nc3c(c(=O)n(C)c(=O)n3C)n2C)cc1 | -5% | -18% | -8 | 62%[activator] | -6% | -3 | 1%
44 | CCOc1ccc(OCC)c(NC(=O)CSc2nc3c(c(=O)n(C)c(=O)n3C)n2CC)c1 | 2% | 20% | -27 | 1% | ? | 8 | -1%
45 | CNC(=O)CO/N=C/c1ccc(N(C)C)cc1 | -2% | 77%[activator] | 29* | 6% | 24% | 22* | -9%

nr | SMILES | LmPK inh | Pf growth 96h | Shiga inhibitor | AMA1 RON2 block | Pf growth 48h | Cycloheximide cs | TbPYK inhibitor
46 | O=C(N/N=C/c1ccc[nH]1)c1ccncc1 | 1% | 49%[activator] | -6 | 23% | -25% | 3 | -1%
47 | O=C(N/N=C/c1cccs1)c1c[nH]c2ccccc12 | -10% | 16% | 81* | 4% | 82%[activator] | 62* | 2%
48 | COc1ccc(Cl)cc1NC(=O)Cn1c(NCCO)nc2ccccc21 | 6% | 0% | -16 | 2% | 15% | 2 | -5%
49 | Oc1cc2c(cc1O)[C@@H](c1ccccc1)CNCC2 | -24% | -75% | -22 | -6% | ? | -4 | -7%
50 | O=C(NNC(=S)Nc1ccc(Cl)c(Cl)c1)c1ccccn1 | 0% | ? | 87* | -75% | 2.3µM* | 37* | -4%
51 | Cc1ccc(OC(=O)CCC(=O)OCCCC(F)(F)C(F)(F)F)cc1 | -7% | 11% | -7 | 28% | -1% | -2 | -6%
52 | N#CCCC1CCCC=C1N(Cc1ccccc1)C(=O)C(Cl)Cl (centres undefined) | -1% | 0% | -14 | -21% | -6% | -2 | -19%
53 | O=C1NC2(CCCCC2)NN1c1ccccc1 | 1% | -4% | 16 | -6% | 2% | -2 | 0%
54 | O=C(NNS(=O)(=O)c1ccc([N+](=O)[O-])cc1)c1ccc2ccccc2c1O | 5% | -10% | -1 | 74%[activator] | 5% | 2 | -9%
55 | O=C1[C@@H]2[C@H](C(=O)N1O)[C@H]1C=C[C@@H]2C1 | 0% | 16% | -1 | -9% | 7% | -2 | -1%
56 | COc1ccc(NC(=O)Cn2c(=O)oc3cc(Cl)ccc32)c(OC)c1 | 4% | ? | -8 | -4% | -5% | 10 | 0%&-8%
57 | Cc1ccc2nc(Nc3ccc(F)cc3)c3nncn3c2c1 | -7% | -3% | 9 | -6% | 9% | 2 | -11%
